TCR act: Activators of T cell receptors: qHTS campaign. primary human leukocytes, anti-CD3, IL-2 HTRF, 48 h. Potency, µM (doses to about 9.22 µM), without a hit: at the top dose activation of IL-2 secretion, actives largely listed as activators. 330,000 tested, under 10 active; note: % of control where 0% means no effect
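Activity was scored as IL-2 release from primary human leukocytes given only a TCR signal (a-CD3 beads) plus compound for 48 hr. Detection used a two-antibody HTRF format read at 665nm.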
BCR signal inh: qHTS Assay to Find Inhibitors of Chronic Active B-Cell Receptor Signaling. ABC-DLBCL IkBa-CBG/CBR reporter, luminescence ratio, 4 h. Potency, µM (titrated, usually from 46.1 µM), for inactives: top-dose ratio change, negative = lower green/red ratio, most hits filed as inhibitors. 340,000 tested, 0.05% active. AID 493014, 2011; active = well fitted inhibition curve with a large enough effect in the signal ratio, with a control signal flat, not every such curve was filed as active; inconclusive = small, poorly fitted or top-dose-only effect, or effect the other way, or a change in a side signal; the % refers to the signal ratio;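 note: potency is the fitted concentration of half-maximal effect; plate controls were basal doxycycline-induced cells for no effect and cells given 10 µM MG132 for full effect; MG132 reads +100%, hits lower the ratio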
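TMD8 human ABC-DLBCL cells with doxycycline-inducible IκBα–green luciferase fusion and unfused red luciferase, in 0.5% FBS medium; compounds up to 46 uM, 4 h at 37C. Green/red luminescence ratio, filter-overlap corrected, fitted to concentration-response curves.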
Mito fusion yeast: qHTS Assay for Small Molecule Inhibitors of Mitochondrial Division or Activators of Mitochondrial Fusion; 320,000 tested, 0.23% active; S. cerevisiae fusion-defective mutant growth rescue, CellTiterGlo 48 h; Potency, µM (titrated, usually from 46.1 µM), inactives show at the top dose growth rescue (activation), usual class: activators; AID 485298, 2010;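 note: potency is the fitted concentration of half-maximal effect; % of control where 0% means no effect; nearly all actives have a fitted effect of over 45% in size; temperature-sensitive fusion mutants such as fzo1-1 at 37 °C on non-fermentable ethanol glycerol medium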
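Temperature-sensitive fusion-defective S. cerevisiae (e.g. fzo1-1, mgm1-5) were grown with compound in YPEG medium (3% ethanol, 3% glycerol) for 48 hours at 37C. Growth rescue was measured as viability by CellTiterGlo luminescence after 10 minutes at ambient.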
PTAP TSG101 blk: qHTS Assay for Iinhibitors of HIV-1 Budding by Blocking the Interaction of PTAP/TSG101 | Tumor susceptibility gene 101 protein (Homo sapiens), Q99816 | Fluorescence polarization, FITC-PTAP peptide / Tsg101 binding | Potency, µM (doses to about 115 µM), for the others: at the top dose activity change, negative = inhibition, most hits filed as inhibitors | 340,000 tested, under 10 active | AID 493005, 2010; active = well fitted inhibition curve with a large enough effect in the main read-out, with a control signal flat, not every such curve was filed as active; inconclusive = small, poorly fitted or top-dose-only effect, or effect the other way, or a change in a side signal; inactive = no such curve, though single readings can be large or run the other way; note: potency is the fitted concentration of half-maximal effect; % of control where 0% means no effect
Target sequence (Q99816 whole entry, looked up): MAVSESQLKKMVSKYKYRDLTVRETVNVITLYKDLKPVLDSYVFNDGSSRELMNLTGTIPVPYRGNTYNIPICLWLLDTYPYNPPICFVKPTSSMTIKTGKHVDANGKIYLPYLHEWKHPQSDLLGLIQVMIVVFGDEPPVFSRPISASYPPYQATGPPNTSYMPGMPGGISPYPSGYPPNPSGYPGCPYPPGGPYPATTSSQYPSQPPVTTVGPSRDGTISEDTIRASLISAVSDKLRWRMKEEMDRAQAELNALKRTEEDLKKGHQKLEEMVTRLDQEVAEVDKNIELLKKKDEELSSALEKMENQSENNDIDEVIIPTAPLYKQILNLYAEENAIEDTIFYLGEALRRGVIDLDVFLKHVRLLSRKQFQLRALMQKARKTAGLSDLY
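Fluorescence anisotropy tracks displacement of a FITC-tagged PTAP peptide (50 nM) from the Tsg101 binding domain (10 uM), following a 20 min room-temperature incubation at pH 7.5.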
Eya2 phos inh: qHTS Assay for Inhibitors of the Phosphatase Activity of Eya2; AID 488837, 2010; recombinant Eya2, OMFP fluorescence dephosphorylation (OMFP is methylfluorescein phosphate); Potency, µM (highest dose often 76.9 µM), inactives show at the highest dose activity, negative = inhibition, most hits filed as inhibitors; 330,000 tested, 0.006% active; Protein phosphatase EYA2 (Homo sapiens), O00167; note: potency is the fitted concentration of half-maximal effect; % is set by controls: 0 for no effect and ±100 for the full control effect
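Eya2 protein (added as 0.2 uM solution) was preincubated with compound for 10 min at ambient temperature in 50 mM HEPES pH 7.5, 50 mM NaCl, 5 uM MgCl2, 0.05% BSA, 1 mM DTT. OMFP (added at 50 uM) then reacted 10 min; fluorescence read at 485/525 nm.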
uPA surface inh: qHTS for Inhibitors of Cell Surface uPA Generation; cell surface uPA generation assay, qHTS; Potency, µM (titrated, usually from 38.3 µM), without a hit: at the top dose activity change, negative = inhibition, actives largely listed as inhibitors; 330,000 tested, 0.31% active; AID 540303, 2011; active = well fitted inhibition curve with a large enough effect; inconclusive = small, poorly fitted or top-dose-only effect; inactive = no such curve, though single readings can be large or run the other way; tested in mouse RAW 264.7 cells; note: potency is the fitted concentration of half-maximal effect; % is set by controls: 0 for no effect and ±100 for the full control effect; nearly all actives have a fitted effect of over 55% in size
ELG1 DNA repair: qHTS screen for small molecules that inhibit ELG1-dependent DNA repair in human embryonic kidney (HEK293T) cells expressing luciferase-tagged ELG1. HEK293T ELG1-luciferase reporter, luminescence, 16 h; DNA damage induced by 5-fluorouridine. 330,000 tested, 2.3% active. Potency, µM (top dose mostly 46.1 µM), for inactives: at the top dose activity change, negative = inhibition, most hits filed as inhibitors; note: potency is the fitted concentration of half-maximal effect; % is set by controls: 0 for no effect and ±100 for the full control effect; nearly all actives have a fitted effect of over 55% in size
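HEK293T cells expressing luciferase-tagged ELG1 (2,000/well) received 5-Fluorouridine plus compound or DMSO for 16 hr at 37 °C. Luciferase was read by ONE-Glo luminescence after 30 min at room temperature.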
B2AR arrestin: qHTS assay of beta-arrestin-biased ligands of beta2-adrenergic receptor; Beta-2 adrenergic receptor (Homo sapiens), P07550; beta-arrestin recruitment to beta2AR, cell-based reporter; Potency, µM (titrated, usually from 46.1 µM), for inactives: top-dose activation, usual class: activators; 330,000 tested, 0.02% active;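 note: potency is the fitted concentration of half-maximal effect; 0% = DMSO controls and full agonism = EC100 isoproterenol or metaproterenol; nearly all actives have a fitted effect of over 65% in size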
Target sequence (P07550 whole entry, looked up): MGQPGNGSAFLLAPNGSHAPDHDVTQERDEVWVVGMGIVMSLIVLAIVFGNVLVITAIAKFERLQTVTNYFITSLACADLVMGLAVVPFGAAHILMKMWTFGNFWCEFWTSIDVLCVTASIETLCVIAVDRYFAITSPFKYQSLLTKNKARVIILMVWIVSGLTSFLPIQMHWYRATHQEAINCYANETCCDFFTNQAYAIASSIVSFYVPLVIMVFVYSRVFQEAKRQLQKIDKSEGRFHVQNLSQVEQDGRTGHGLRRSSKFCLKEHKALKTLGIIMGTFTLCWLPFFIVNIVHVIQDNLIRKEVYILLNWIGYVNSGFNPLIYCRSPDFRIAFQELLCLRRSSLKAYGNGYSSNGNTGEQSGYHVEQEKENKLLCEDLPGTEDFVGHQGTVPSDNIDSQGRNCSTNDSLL
Tb PFK inh: qHTS Assay to Find Inhibitors of T. brucei phosphofructokinase; 330,000 tested, 0.17% active; T. brucei PFK, ADP-Glo luminescence; Potency, µM (highest dose often 57.5 µM), inactives show at the top dose activity, negative = inhibition, actives largely listed as inhibitors; ATP-dependent 6-phosphofructokinase (Trypanosoma brucei brucei), O15648;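 note: potency is the fitted concentration of half-maximal effect; 0% = uninhibited 1x PFK enzyme wells and -100% = no-enzyme wells; nearly all actives have a fitted effect of over 60% in size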
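In TEA buffer at pH 8.0 with 5 mM MgCl2, enzyme (1.25 nM) converted F6P (0.5 mM) and ATP (0.1 mM) for 45 min at room temperature. ADP product was read by luciferase luminescence.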
USP2a inh: qHTS Assay for Inhibitors of Ubiquitin-specific Protease USP2a Using CHOP2 as the Reporter. Ubiquitin carboxyl-terminal hydrolase 2 (Homo sapiens), O75604. 330,000 tested, 0.01% active. Potency, µM (titrated, usually from 38.3 µM), without a hit: top-dose activity change, negative = inhibition, actives largely listed as inhibitors. USP2 core, Ub-CHOP2 coupled fluorogenic reporter, 485/531. AID 463254, 2010;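 note: potency is the fitted concentration of half-maximal effect; plate controls were DMSO wells for no effect and full inhibition by NEM control for full effect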
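Cell-free coupled assay: 10nM USP2 core preincubated 30min RT with compound in Tris-HCl pH 8.0/CaCl2/CHAPS buffer, then 25nM Ub-CHOP2 and 25nM reporter substrate; fluorescence (Ex 485/Em 531) read after 60min RT, normalized to NEM inhibition, concentration-response curves fitted.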
TSHR antag: Antagonists of the Thyroid Stimulating Hormone Receptor: HTS campaign; Thyrotropin receptor (Homo sapiens), P16473; 330,000 tested, 0.2% active; activity change, negative = inhibition, % at 11.5 µM; AID 504810, 2011; TSHR-expressing cells, TSH-stimulated cAMP HTRF, 2 h; hits give low values;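 active = activity change below a set negative limit, meaning inhibition stronger than a set level, cut at about -70% in these data; inconclusive = activity change between two set negative limits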; note: % is set by controls: 0 for no effect and ±100 for the full control effect
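Inhibition of cAMP made by TSHR-expressing cells under TSH stimulation (4nM final, EC80; 2 h, 37 deg C) is quantified with a one-step lysis HTRF kit, anti-cAMP cryptate versus cAMP-d2.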
Numbers without * were called inactive; u = inconclusive; x = not tested or not shown; [ ] = another dose, or the depositor's remark. Unless noted, calls come from the whole dose curve; as a rule, active = well fitted curve in the direction sought with a large enough effect; inconclusive = small, poorly fitted or top-dose-only effect, or another doubt; inactive = no such curve, though single readings can be large; an effect the other way counts as inactive or inconclusive.

SMILES	TCR act	BCR signal inh	Mito fusion yeast	PTAP TSG101 blk	Eya2 phos inh	uPA surface inh	ELG1 DNA repair	B2AR arrestin	Tb PFK inh	USP2a inh	TSHR antag
O=C(CCC(=O)NC1CCN(Cc2ccccc2)CC1)NCc1ccco1	0%	-2%	0%	-3%	0%	x	0%	0.2%	2%	3%	-3
Cc1ccccc1Nc1nc(N)nc(CN2CCN(C(=O)c3ccccc3)CC2)n1	5%	-7%	1%	-3%	0%	-3%	-12%	0.1%	-5%	-1%	0
CCN(Cc1ccccc1)S(=O)(=O)c1ccc(C(=O)N(CCCN(C)C)c2nc3cc4c(cc3s2)OCO4)cc1	3%	u	-6%	3%	-14%	-13%	u	-0.8%	0%	-1%	-4
Cc1ccc(S(=O)(=O)N[C@H](C(=O)OCC(=O)NC(=O)Nc2ccc3c(c2)OCCO3)C(C)C)cc1	-6%[46.1 µM]	-14%	-6%	-2%	-6%	-4%	u	0.1%	-1%	-6%	-21
Cc1nnc(SCc2cccc(Oc3ccccc3)c2)n1N	3%	1%	-3%	0%	14%	2%	u	-0.1%	0%	1%	14
Fc1ccc(-n2c(Cn3nnc4ccccc43)n[nH]c2=S)cc1	17%	11%	0%	-4%	4%	10%	-2%	0.2%	-5%	2%	1
Fc1ccccc1CSc1nncn1NC/C=C/c1ccccc1	-1%	13%	-4%	1%	-21%	4%	-7%	-0.2%	1%	2%	11
COC(=O)c1ccc(NC(=O)c2ccc[n+]([O-])c2)cc1	-3%	2%	-2%	-3%	-13%	-1%	7%	0.0%	2%	0%	-2
O=[N+]([O-])c1ccc(Nc2nc(NCCO)nc(N3CCCC3)n2)cc1	-5%	u	2%	0%	-2%	-1%	u	-0.1%	4%	1%	-4
COc1ccc(NC(=O)C(C)N(c2ccc(C)cc2)S(C)(=O)=O)cc1 (configuration not stated)	1%	u	1%	-16%	5%	x	-3%	-0.3%	-2%	-5%	-1
COC(=O)Nc1nn(-c2ccc(Cl)cc2)c(=O)c(C#N)c1C	7%	2%	-2%	-6%	12%	1%	0%	0.7%	-7%	-4%	-3
CCN(CC(=O)Nc1ccccc1C(F)(F)F)C(=O)C1CSC2(C)CCC(=O)N12 (configuration not stated)	4%	u	1%	-5%	-4%	3%	0%	-1.7%	-14%	2%	5
COc1ccccc1Nc1ncnc2c1oc1ccccc12	-3%	u	6%	-6%	-3%	1%	u	1.4%	-2%	5%	-19
COc1cc2nc(CN3CCN(S(=O)(=O)c4c(F)cccc4F)CC3)[nH]c(=O)c2cc1OC	-3%	u	-1%	-5%	-7%	1%	5.8µM*	-0.1%	8%	2%	-9
COC(=O)Cn1c(=NC(=O)c2cc(OC)cc(OC)c2)sc2cc(OC)ccc21	5%[46.1 µM]	u	5%	-1%	-1%	-5%	u	0.1%	7%	6%	-6
CC1(c2ccc(OC(F)F)cc2)NC(=O)N(CC(=O)c2ccc3c(c2)OCO3)C1=O (configuration not stated)	-6%	u	8%	2%	-2%	1%	18%	0.2%	-6%	0%	-10
Cc1nc(SCC(=O)O)c(C#N)c(C)c1CC(=O)c1ccccc1	-3%	16%	5%	0%	13%	3%	u	-0.4%	-20%	1%	-14
COc1cc(CCC(=O)N2CCN(S(=O)(=O)c3ccc(C)cc3)CC2)cc(OC)c1OC	-2%	-2%	-10%	1%	2%	-3%	-10%	0.3%	-4%	-1%	13
Cc1cccc(C2(c3cccc(C)c3)OC(=O)c3ccccc32)c1	x	u	0%	-2%	-18%	0%	-1%	-0.7%	-4%	3%	-14
O=C(c1ccco1)N1CCN(c2ncnc3c2oc2ccccc23)CC1	4%	11%	2%	-3%	-1%	1%	u	-0.2%	-1%	-1%	-14
CC(=O)c1ccc(N2CCN(c3ccc4cc(S(=O)(=O)N5CCC(C)CC5)ccc4n3)CC2)cc1	-1%	6%	0%	0%	-3%	-2%	3%	-1.0%	-2%	2%	9
O=C(CN1CCOCC1)Nc1cccc(Cl)c1Cl	3%	0%	-2%	0%	-11%	-3%	15%	-0.7%	-2%	0%	-1
CCOC(=O)Cc1csc(NC(=O)c2csc3c2CCCC3)n1	x	u	16%	x	-7%	7%	-10%	-0.1%	-3%	-1%	-4
CC(=O)NS(=O)(=O)c1ccc(NS(=O)(=O)c2ccccc2[N+](=O)[O-])cc1	3%	u	2%	-6%	3%	1%	0%	0.0%	0%	1%	12
Cc1ccc(CN(c2ccc(C(=O)N3CCc4ccccc4C3)cc2)S(C)(=O)=O)cc1	x	u	5%	-12%	-5%	x	16µM*	0.3%	-1%	3%	-3
Cc1ccc(C(=O)CN(CCC(=O)O)S(=O)(=O)c2ccc([N+](=O)[O-])cc2)cc1	5%	-1%	-6%	-1%	-21%	-7%	14%	-0.1%	-19%	0%	-3
COc1ccc(C(=O)NCC(=O)OCc2ccc([N+](=O)[O-])cc2)cc1	-27%	3%	-2%	0%	13%	-1%	-4%	-0.1%	-17%	3%	-7
CCCC(=O)Nc1nc2nc(-c3ccccc3)cc(-c3ccccc3)n2n1	-5%	0%	7%	-8%	4%	-7%	-5%	-0.3%	-1%	2%	-3
Oc1ccccc1Oc1c(F)c(F)nc(N2CCCC2)c1F	-2%[46.1 µM]	0%	u	-3%	-10%	1%	19%	-0.2%	-30%	-4%	0
O=C(O)COCc1nc2ccccc2s1	3%	u	1%	-1%	-5%	1%	-6%	0.2%	12%	10%	1
CN(CC(=O)Nc1ccc(C(N)=O)cc1)CC(=O)Nc1ccccc1Br	-10%	-7%	1%	-3%	3%	8%	0%	0.0%	0%	4%	5
COc1ccc(CCNS(=O)(=O)CC23CCC(CC2=O)C3(C)C)cc1OC (configuration not stated)	-5%	-1%	1%	-4%	0%	-2%	-2%	-0.1%	-5%	0%	-9
COc1ccc(NC2CCCN(Cc3cccc4cnccc34)C2)cc1OC (configuration not stated)	x	-12%	1%	-1%	15%	-11%	-22%	-0.2%	0%	-1%	-7
S=C(c1ccc2c(c1)OCO2)N1CCOCC1	-9%	-1%	-2%	2%	-15%	11%	-17%	0.9%	4%	13%	4
COc1ccccc1C(=O)NCC(=O)OCC(=O)NNC(=O)c1ccc(Br)cc1	2%[46.1 µM]	2%	x	-2%	1%	4%	26%	-0.2%	1%	-5%	-3
O=C(NCc1cccnc1)C1CC(c2ccccc2Cl)=NO1 (configuration not stated)	x	0%	0%	-2%	12%	-9%	-6%	0.3%	1%	2%	-10
Cc1ccc(S(=O)(=O)Nc2cccc(C(=O)N3CCCC3)c2)cc1F	-4%	2%	-5%	-8%	-2%	-8%	13%	-0.1%	12%	1%	11
O=C(COC(=O)c1ccco1)Nc1cccc(S(=O)(=O)N2CCCCC2)c1	x	-16%	x	-3%	4%	5%	21%	-0.3%	-15%	2%	x
Cc1ccc(NC(=O)Cn2c(CCC(=O)O)ccc2-c2cccs2)cc1Cl	5%	13%	7%	0%	1%	2%	7%	-0.4%	6%	-1%	0
O=C(COc1ccc(S(=O)(=O)NC2CCCCC2)cc1)NCc1ccccn1	-13%	5%	-7%	1%	11%	1%	1%	-0.1%	0%	1%	-3
O=C(OC1CCOC1=O)c1cc(-c2ccccc2)nc2ccccc12 (configuration not stated)	-3%	9%	-2%	0%	-15%	2%	u	-0.1%	0%	0%	1
CCN(C(=O)Cc1c(C(=O)O)[nH]c2ccccc12)c1ccc(OC)cc1	-9%	0%	-4%	-1%	-4%	0%	-5%	-0.1%	-6%	2%	6
O=C(CSc1cccc2cccnc12)N/N=C/c1ccc(O)cc1	-4%	-4%	-3%	-9%	-6%	1%	-8%	-0.4%	-1%	9%	-78*

Compound activity deposited in PubChem by National Center for Advancing Translational Sciences (NCATS).
